Screening results deposited in PubChem BioAssay by National Center for Advancing Translational Sciences (NCATS).
HBB splicing: qHTS Assay for Modulators of Hemoglobin Beta Chain Splicing; AID 925, 2007; HBB splicing reporter cell assay, activation; EGFP reporter with mutant IVS2-654 intron; response scale: normalised to 500 nM splice-correcting PNA; Potency, µM (series often up to 46.1 µM), for inactives: at the top dose activation, actives largely listed as activators; 0.06% of 65,000 active; note: potency is the fitted concentration of half-maximal effect; 0% is about no effect
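Compounds were applied for 2 days to HeLa EGFP-654 cells, 500/well in Optimem with 2% FCS. The reporter's EGFP is disrupted by mis-splicing of beta-globin intron IVS2-654. Readout: summed well GFP fluorescence from 488 nm laser scanning; reference was 500 nM antisense […] 654 PNA.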
Hsp90 Hop PPI: qHTS Assay for Disrupters of an Hsp90 Co-Chaperone Interaction. Hsp90 C-terminal peptide / TPR2A (Hop) interaction, human. AlphaScreen TPR2A-His6 binding biotin-Hsp90 C-terminal peptide. Potency, µM (doses to about 57 µM), without a hit: at the highest dose activity change, negative = inhibition. 0.44% of 71,000 active. AID 595, 2007; active = well fitted curve in either direction with a large enough effect; inconclusive = small, poorly fitted or top-dose-only effect, or another doubt; note: potency is the fitted concentration of half-maximal effect; % is set by controls: 0 for no effect and ±100 for the full control effect; many of its hits are not listed in these tables
Epigenetic mod: qHTS Assay for Epigenetic Modulators. mouse C127i GFP locus derepression, cytometry, 30 h. Potency, µM (highest dose often 46.1 µM), for inactives: top-dose GFP derepression (activation). 0.09% of 68,000 active. AID 597, 2007; note: % of control where 0% means no effect
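Murine C127i mammary cells carrying a silenced, stably integrated CMV-driven GFP reporter were treated with compound for 30 hours at 37 C. After PBS washes, GFP-positive cells were counted by laser-scanning microplate cytometry.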
ERK AVP block: qHTS Assay for Inhibitors of the ERK Signaling Pathway using a Homogeneous Screening Assay | HEK293-V1b, vasopressin-stimulated pERK AlphaScreen | Potency, µM (titrated, usually from 57.5 µM), for the others: at the top dose activity, negative = inhibition, usual class: inhibitors | 0.99% of 72,000 active; note: potency is the fitted concentration of half-maximal effect; % is set by controls: 0 for no effect and ±100 for the full control effect; nearly all actives have a fitted effect of over 55% in size
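Overnight-seeded V1b-HEK293 cells in 1% FBS got compound, then vasopressin (25 nM final, 5 min, 37C), then lysis buffer. AlphaScreen detection of phospho-ERK; activity normalized to basal and full-stimulation controls.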
Tau filament bind: qHTS Assay for Tau Filament Binding; 2% of 71,000 active; Microtubule-associated protein tau (Homo sapiens), P10636; recombinant tau filaments, thioflavin S fluorescence, 15 h; filaments grown with octadecylsulfate alongside compound; Potency, µM (titrated, usually from 57.1 µM), for the others: at the top dose activity change, negative = inhibition;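 note: potency is the fitted concentration of half-maximal effect; % is set by controls: 0 for no effect and ±100 for the full control effect; actives lower thioflavin S fluorescence by blocking filaments or displacing dye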
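Read-out: ThS fluorescence, 450 nm excitation/510 nm emission; lower signal marks blocked filament formation or displaced dye. Tau at 1 uM with 30 uM ODS, 10 uM ThS, 5 mM DTT, 100 mM NaCl, 10 mM HEPES pH 7.4; 15 h, 37 C.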
Pol III holo inh: qHTS Assay for Inhibitors of DNA Polymerase III Holoenzyme System. Potency, µM (top dose mostly 57.1 µM), for inactives: top-dose activity change, negative = inhibition. AID 603, 2007. 0.25% of 71,000 active. reconstituted DNA polymerase III holoenzyme replication, biochemical; note: potency is the fitted concentration of half-maximal effect; % is set by controls: 0 for no effect and ±100 for the full control effect
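Reconstituted *E. coli* holoenzyme (0.35 nM Pol III, 1 nM beta, 154 nM SSB, 2 nM primase) was preincubated with compound for 15 min at RT. Synthesis on 1.4 nM ssM13Gori ran 35 min, then was stopped with PicoGreen/EDTA and read as dsDNA fluorescence.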
ALOX15 inhib: qHTS Assay for Inhibitors of 15-hLO (15-human lipoxygenase); purified 15hLO-1, xylenol orange hydroperoxide absorbance; AID 887, 2007; 1.4% of 74,000 active; Potency, µM (titrated, usually from 57.1 µM), without a hit: at the top dose activity change, negative = inhibition, usual class: inhibitors; note: potency is the fitted concentration of half-maximal effect; % is set by controls: 0 for no effect and ±100 for the full control effect; nearly all actives have a fitted effect of over 55% in size
Target sequence (P16050 whole entry, looked up): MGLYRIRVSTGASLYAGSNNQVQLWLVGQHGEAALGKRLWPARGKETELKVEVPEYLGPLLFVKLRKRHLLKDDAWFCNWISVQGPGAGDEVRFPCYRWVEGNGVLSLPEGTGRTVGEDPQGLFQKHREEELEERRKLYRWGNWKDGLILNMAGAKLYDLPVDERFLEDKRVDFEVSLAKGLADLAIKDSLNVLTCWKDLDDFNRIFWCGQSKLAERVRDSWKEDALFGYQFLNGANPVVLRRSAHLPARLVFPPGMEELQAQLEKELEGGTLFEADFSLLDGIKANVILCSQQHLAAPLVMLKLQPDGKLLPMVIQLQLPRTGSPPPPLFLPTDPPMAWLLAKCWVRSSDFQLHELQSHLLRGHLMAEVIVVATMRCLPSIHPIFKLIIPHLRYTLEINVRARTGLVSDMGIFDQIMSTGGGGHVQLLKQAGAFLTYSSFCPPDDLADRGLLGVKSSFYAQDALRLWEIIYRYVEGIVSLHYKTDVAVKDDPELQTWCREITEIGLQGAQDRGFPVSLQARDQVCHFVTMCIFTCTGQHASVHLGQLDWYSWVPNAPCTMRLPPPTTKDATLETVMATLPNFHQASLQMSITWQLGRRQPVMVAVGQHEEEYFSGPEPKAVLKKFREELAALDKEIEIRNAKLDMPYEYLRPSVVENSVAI
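Purified human 15hLO-1 (40 nM final) in 25 mM Hepes pH 7.5, 0.01% Triton X-100 was preincubated with compound 15 min at room temperature, then reacted 6 min with 50 uM arachidonic acid; hydroperoxide detected by Fe-XO, 573/405 nm absorbance ratio.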
CRE Fsk mod: Cell signaling CRE-BLA (Fsk stim) | CHO CRE-bla reporter (cAMP response element driving beta-lactamase), forskolin EC10, beta-lactamase ratio | Potency, µM (highest dose often 38.2 µM), inactives show top-dose activity change, negative = inhibition, most hits filed as activators | 2.5% of 71,000 active | AID 662, 2007; active = well fitted activation curve with a large enough effect in the signal ratio, with a control signal flat, not every such curve was filed as active; inconclusive = small, poorly fitted or top-dose-only effect, or effect the other way, or a change in a side signal; the % refers to the signal ratio; note: potency is the fitted concentration of half-maximal effect; % of control where 0% means no effect
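The 460nm/530nm emission ratio after CCF4 loading defined %Activity, from which AC50 values were obtained. CRE-bla CHO cells received compound dilution series together with an EC10 level of NKH 477 for 3 hours at 37 degrees Celsius.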
Ub-GFP proteasome: Ubiquitin-GFP Assay; AID 526, 2006; Ubiquitin-GFP reporter cells, proteasome inhibition, GFP fluorescence; response scale: untreated = 0%, 10 µM MG-132 = 100%; Potency, µM (top dose mostly 45.9 µM), for the others: at the highest dose activation (GFP accumulation), actives largely listed as activators; 67,000 tested, under 10 active; active = well fitted activation curve with a large enough effect, not every such curve was filed as active; inconclusive = small, poorly fitted or top-dose-only effect, or another doubt; inactive = no such curve, though single readings can be large or run the other way; note: potency is the fitted concentration of half-maximal effect
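Reporter cells (U2OS, ubiquitin-G76V-GFP fusion) are plated overnight, then treated 4 hr at 37 °C with compound titrations from 46 uM down to 2.9 nM. Activity is scaled against untreated cells and 10 uM MG-132.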
FLuc inh: qHTS Assay for Inhibitors of Firefly Luciferase; AID 411, 2009; purified firefly luciferase, luminescence, 8 min; Potency, µM (highest dose often 57.1 µM), inactives show top-dose activity change, negative = inhibition, actives largely listed as inhibitors; 2.2% of 72,000 active; note: potency is the fitted concentration of half-maximal effect; % is set by controls: 0 for no effect and ±100 for the full control effect; nearly all actives have a fitted effect of over 40% in size
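Here, luciferase activity is measured as luminescence following an 8 min room-temperature reaction at 10 uM ATP, pH 7.2. Every library sample is titrated.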
HADH2 inh: qHTS Assay for Inhibitors of HADH2 (Hydroxyacyl-Coenzyme A Dehydrogenase, Type II). recombinant HADH2, NADH fluorescence, beta-hydroxybutyryl-CoA. 3-hydroxyacyl-CoA dehydrogenase type-2 (Homo sapiens), Q99714. Potency, µM (doses to about 57.1 µM), without a hit: top-dose activity change, negative = inhibition, hits mostly inhibitors. 3.4% of 73,000 active; note: potency is the fitted concentration of half-maximal effect; % is set by controls: 0 for no effect and ±100 for the full control effect; nearly all actives have a fitted effect of over 60% in size; many of its hits are not listed in these tables
Target sequence (Q99714 whole entry, looked up, one chain of several): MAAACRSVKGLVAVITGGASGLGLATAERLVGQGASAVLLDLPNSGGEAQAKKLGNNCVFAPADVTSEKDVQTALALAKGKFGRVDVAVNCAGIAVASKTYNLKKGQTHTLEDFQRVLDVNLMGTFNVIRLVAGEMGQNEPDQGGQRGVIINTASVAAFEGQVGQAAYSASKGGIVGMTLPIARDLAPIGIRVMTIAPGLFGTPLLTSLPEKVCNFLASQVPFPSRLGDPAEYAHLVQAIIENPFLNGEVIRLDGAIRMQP
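NADH fluorescence (ex 360/em 450 nm) read every 30 s for 4 min; activity taken as last-minus-first time point difference. Enzyme 20 nM, NAD+ 1 mM, beta-hydroxybutyryl-CoA 90 uM, pH 9.0 Tris buffer.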
The depositor's hits bear a star; [ ] = dose if it differs, or a comment. Unless noted, calls come from the whole dose curve; as a rule, active = well fitted curve in the direction sought with a large enough effect; inconclusive = small, poorly fitted or top-dose-only effect, or another doubt; inactive = no such curve, though single readings can be large; an effect the other way counts as inactive or inconclusive.

Screening CCOC(=O)CN1CC23C=CC(O2)C(C(=O)Nc2ccc4c(c2)OCO4)C3C1=O (centres undefined) returned HBB splicing 0.6%, Hsp90 Hop PPI -7%, Epigenetic mod -2%, ERK AVP block -9%, Tau filament bind inconclusive, Pol III holo inh -4%, ALOX15 inhib 3%, CRE Fsk mod 8%, Ub-GFP proteasome 20%, FLuc inh -12% and HADH2 inh -1%.
`COc1cccc(N2CC(O)Cn3c2nc2c3c(=O)n(CCCc3ccccc3)c(=O)n2C)c1` (centres undefined) gave HBB splicing 4.1%[0.369 µM], Hsp90 Hop PPI -11%, Epigenetic mod 2%, ERK AVP block inconclusive, Tau filament bind -4%, Pol III holo inh 0%, ALOX15 inhib -8%, CRE Fsk mod -7%, Ub-GFP proteasome -8%, FLuc inh 8% and HADH2 inh 1%.
`Clc1ccccc1COc1ccccc1-c1nnco1` gave HBB splicing -1.4%, Hsp90 Hop PPI 3%, Epigenetic mod 0%, ERK AVP block -7%, Tau filament bind 9%, Pol III holo inh -2%, ALOX15 inhib 6%, CRE Fsk mod 6%, Ub-GFP proteasome 0%, FLuc inh 1% and HADH2 inh 6%.
For CC(C)Nc1nc(NC(C)C)nc(N(C)C#N)n1 the results were HBB splicing -0.2%[57.5 µM], Hsp90 Hop PPI 56%, Epigenetic mod 3%, ERK AVP block -6%, Tau filament bind -7%, Pol III holo inh -12%, ALOX15 inhib -9%, CRE Fsk mod 13µM*, Ub-GFP proteasome 1%, FLuc inh 0% and HADH2 inh 11%.
Screening O=S(=O)(NCCCCCNS(=O)(=O)c1ccc(F)cc1)c1ccc(F)cc1 returned HBB splicing -1.6%[57.5 µM], Hsp90 Hop PPI 0%, Epigenetic mod 5%, ERK AVP block -13%, Tau filament bind -9%, Pol III holo inh -8%, ALOX15 inhib -3%, CRE Fsk mod inconclusive, Ub-GFP proteasome 3%, FLuc inh 2% and HADH2 inh 8%.
For O=C(c1cccc2c1C(=O)N(Cc1cccnc1)C2)N1CCN(c2ccccc2)CC1 the results were HBB splicing 0.5%, Hsp90 Hop PPI -2%, Epigenetic mod 6%, ERK AVP block 24%, Tau filament bind -5%, Pol III holo inh -13%, ALOX15 inhib -4%, CRE Fsk mod -4%, Ub-GFP proteasome -11%, FLuc inh 1% and HADH2 inh 4%.
For O=C(NCC(=O)N1CCC(N2CCCCC2)CC1)C1CCCCC1 the results were HBB splicing -0.7%, Hsp90 Hop PPI -2%, Epigenetic mod 0%, ERK AVP block 6%, Tau filament bind -4%, Pol III holo inh -3%, ALOX15 inhib -17%, CRE Fsk mod inconclusive, Ub-GFP proteasome 0%, FLuc inh 0% and HADH2 inh 8%.
`CCOc1ccc(NS(=O)(=O)c2ccc(OCC(=O)NCCCOC)cc2)cc1` gave HBB splicing -4.2%, Hsp90 Hop PPI -5%, Epigenetic mod -5%, ERK AVP block -7%, Tau filament bind -8%, Pol III holo inh 2%, ALOX15 inhib 3%, CRE Fsk mod -4%, Ub-GFP proteasome 1%, FLuc inh 3% and HADH2 inh 9%.
Screening Clc1ccc(-c2nnc(-c3ccccc3)o2)c(Cl)c1 returned HBB splicing -0.7%, Hsp90 Hop PPI inconclusive, Epigenetic mod 0%, ERK AVP block 33%, Tau filament bind 3%, Pol III holo inh 0%, ALOX15 inhib -12%, CRE Fsk mod -11%, Ub-GFP proteasome -3%, FLuc inh 2µM* and HADH2 inh 2%.
CC(C)n1c(-c2cccnc2)nc2cnccc21 was read as HBB splicing -0.1%[57.5 µM], Hsp90 Hop PPI -6%, Epigenetic mod 2%, ERK AVP block -4%, Tau filament bind -5%, Pol III holo inh -4%, ALOX15 inhib 3%, CRE Fsk mod -14%, Ub-GFP proteasome 7%, FLuc inh 4% and HADH2 inh -10%.
`COC(=O)Nc1sccc1C(=O)Nc1sccc1C(=O)OC` gave HBB splicing 0.1%, Hsp90 Hop PPI -1%, Epigenetic mod inconclusive, ERK AVP block 0%, Tau filament bind 8%, Pol III holo inh 0%, ALOX15 inhib -2%, CRE Fsk mod 26%, Ub-GFP proteasome -3%, FLuc inh -2% and HADH2 inh -3%.
`N#CC1=C(N)SC(N)=C(C#N)C1c1c(Cl)cccc1Cl` gave Hsp90 Hop PPI 3%, Epigenetic mod 0%, ERK AVP block 11%, Tau filament bind 118%, Pol III holo inh 2%, ALOX15 inhib inconclusive, CRE Fsk mod -6%, Ub-GFP proteasome 1%, FLuc inh 1% and HADH2 inh 3.2µM*.

The last two records of the section before open the next one:
`COC(=O)Nc1sccc1C(=O)Nc1sccc1C(=O)OC` gave HBB splicing 0.1%, Hsp90 Hop PPI -1%, Epigenetic mod inconclusive, ERK AVP block 0%, Tau filament bind 8%, Pol III holo inh 0%, ALOX15 inhib -2%, CRE Fsk mod 26%, Ub-GFP proteasome -3%, FLuc inh -2% and HADH2 inh -3%.
`N#CC1=C(N)SC(N)=C(C#N)C1c1c(Cl)cccc1Cl` gave Hsp90 Hop PPI 3%, Epigenetic mod 0%, ERK AVP block 11%, Tau filament bind 118%, Pol III holo inh 2%, ALOX15 inhib inconclusive, CRE Fsk mod -6%, Ub-GFP proteasome 1%, FLuc inh 1% and HADH2 inh 3.2µM*.
Screening CC(C)Oc1cccc(-n2c(CCc3c[nH]c4ccc(Br)cc34)nc3ccccc3c2=O)c1 returned Hsp90 Hop PPI -4%, Epigenetic mod -1%, ERK AVP block -6%, Tau filament bind inconclusive, Pol III holo inh -6%, ALOX15 inhib 0%[25.6 µM], CRE Fsk mod inconclusive, Ub-GFP proteasome 4%, FLuc inh 1% and HADH2 inh 1%.
`Cc1nn(-c2ccccc2)c(OC(=O)c2cccs2)c1S(=O)(=O)c1ccccc1` gave HBB splicing 0.0%, Hsp90 Hop PPI -1%, Epigenetic mod -3%, ERK AVP block 13%, Tau filament bind 12%, Pol III holo inh -6%, ALOX15 inhib -20%, CRE Fsk mod -7%, Ub-GFP proteasome 15%, FLuc inh 0% and HADH2 inh -30%.
For Cc1oc2c(CN3CCOCC3)c(O)ccc2c(=O)c1-c1ccc(Br)cc1 the results were HBB splicing 6.2%[0.369 µM], Hsp90 Hop PPI -3%, Epigenetic mod 4%, ERK AVP block -3%, Tau filament bind 6%, Pol III holo inh -14%, ALOX15 inhib 1%, CRE Fsk mod 9%, Ub-GFP proteasome -5%, FLuc inh -3% and HADH2 inh -77%.
For COc1ccc(-c2nnc(SCC(=O)NC3CCCCC3)o2)cc1OC the results were HBB splicing -1.6%, Hsp90 Hop PPI 0%, Epigenetic mod -2%, ERK AVP block inconclusive, Tau filament bind 7%, Pol III holo inh -1%, ALOX15 inhib 11%, CRE Fsk mod inconclusive, Ub-GFP proteasome -4%, FLuc inh 1% and HADH2 inh 2%.
For C=CCNc1nc2c(c(=O)n(C)c(=O)n2C)n1CC the results were HBB splicing -1.0%, Hsp90 Hop PPI -4%, Tau filament bind 8%, Pol III holo inh 0%, ALOX15 inhib 8%, CRE Fsk mod inconclusive, Ub-GFP proteasome 6%, FLuc inh 1% and HADH2 inh 8%.
`Cn1c(N2CCCC2)nc2c1c(=O)n(Cc1cccc(F)c1)c(=O)n2C` gave HBB splicing 0.8%[1.84 µM], Hsp90 Hop PPI -3%, Epigenetic mod 0%, ERK AVP block -13%, Tau filament bind -14%, Pol III holo inh 2%, ALOX15 inhib -1%, CRE Fsk mod inconclusive, Ub-GFP proteasome 7%, FLuc inh 0% and HADH2 inh -6%.

This is a subset (hit frequency here may not be typical).
